RMI-FANCM inh: disruptors of RMI1/RMI2 association with MM2 peptide – biochemical, fluorescence polarization, human, primary screen | RMI core complex with F-MM2 peptide; hits give low values | FP signal (polarization) at 33 µM | actives 0.58% (n = 70,000); in the data active means FP signal below about 40; further: inactives centre near 61; strong numbers were not always called active; unit not given here
* hit, by the source's call; & = joins results of further samples. Only part of the results is shown; count on the stated rates, not on these rows.

SMILES	RMI-FANCM inh
CS(=O)(=O)c1ccc(-c2nnc(NC(=O)c3cc(Cl)ccc3Cl)o2)cc1	60
COCc1cc(=O)[nH]c(N)n1	52
O=C(NCc1ccccc1Cl)C(=O)NCC(c1cccs1)N1CCc2ccccc21 (centres undefined)	51
CCC(=O)Nc1ccc2scnc2c1	63
Cc1cc(NC(=O)c2cc(C(C)(C)C)oc2C)nc(C)n1	58
Oc1c(C(c2ccccc2)N2CCC(Cc3ccccc3)CC2)sc2nc(-c3ccco3)nn12 (centres undefined)	60
Cc1cc(C)nc(SCc2cc(=O)c(OC(=O)/C=C/c3ccccc3)co2)n1	55
CCNc1nc(SCc2ccc([N+](=O)[O-])cc2)nc2sc3c(c12)CCC(C)C3 (centres undefined)	56
C(=N/Nc1ncc(-c2ccc3c(c2)OCCCO3)s1)/c1cccs1	63
COc1ccc(NC(=O)C(C)c2ccc(CC(C)C)cc2)cc1 (centres undefined)	52
CC(C(=O)Nc1nc2ccc(S(C)(=O)=O)cc2s1)N1C(=O)c2ccccc2S1(=O)=O (centres undefined)	56
COCCn1c(=NC(=O)C2CCCCC2)sc2cc(S(C)(=O)=O)ccc21	59
CCOC(=O)c1c(NC(=O)c2ccco2)sc(C(=O)Nc2ccccc2C)c1C	66
CC(C)NC(=O)c1ccc2c(=O)n(CC3CCCO3)c(SCC(=O)c3ccc(F)cc3)nc2c1 (centres undefined)	94
COc1ccc(OC)c(N=Cc2c(C)[nH]n(-c3ccccc3)c2=O)c1	70
COc1ccc(S(=O)(=O)CCC(=O)Nc2ccc3sccc3c2)cc1	55
Cc1cc(-c2ccccn2)c(-c2cc(Cl)cc(Cl)c2)[nH]1	32*
COc1ccc(-c2nc(COC(=O)c3nnn(-c4ccc(C)c(C)c4)c3C)c(C)o2)cc1	68
Cc1onc(-c2ccccc2Cl)c1C(=O)Nc1ccccc1N1CCCCC1	57
O=C(Nc1nc2cc3c(cc2s1)OCCO3)c1cc(Cl)sc1Cl	64
CCCc1cc(-n2ccnc2C)n2nc3nc(C)cc(C)c3c2n1	61
COc1ccc(-c2nnc3ccc(OCCNC(=O)c4cccs4)nn23)cc1OC	106
COc1ccc(NC(=O)c2oc3ccccc3c2NC(=O)c2cc3ccccc3oc2=O)c(OC)c1	54
Cc1ccc(C)c(NC(=O)CCc2csc(NC(=O)c3ccc[nH]c3=O)n2)c1	57&61
COc1ccc(/C=C(\C#N)c2ccc([N+](=O)[O-])cc2)cc1	149
O=C(NCCC1=CCCCC1)c1cc(S(=O)(=O)N2CCCCC2)ccc1F	62
COc1ccc(C(=O)NCCOc2ccc3nnc(-c4ccccc4)n3n2)cc1	69
Oc1ccccc1-c1nnco1	60
O=C(O)CCC1NCC(Cn2c3ccccc3c3ccccc32)OC1=O (centres undefined)	58
C=CCN1C(=O)/C(=C2\SC(=Nc3ccc(F)cc3)NC2=O)c2ccccc21	57

Look-ups from the entries so far:
CC(C)NC(=O)c1ccc2c(=O)n(CC3CCCO3)c(SCC(=O)c3ccc(F)cc3)nc2c1 (centres undefined) @ RMI-FANCM inh: 94
C(=N/Nc1ncc(-c2ccc3c(c2)OCCCO3)s1)/c1cccs1 @ RMI-FANCM inh: 63
COCCn1c(=NC(=O)C2CCCCC2)sc2cc(S(C)(=O)=O)ccc21 @ RMI-FANCM inh: 59
COCc1cc(=O)[nH]c(N)n1 @ RMI-FANCM inh: 52

Carrying on:
SMILES	RMI-FANCM inh
CC(=O)N(c1ccccc1C)C1C=CS(=O)(=O)C1 (centres undefined)	52
Cc1ccc(C)c(-c2csc3c(=O)[nH]cnc23)c1	61
CC(C)c1ccc(NC(=O)CSc2ncnc(N)n2)cc1	55
O=S(N1CCOCC1)C12CC3CC(CC(C3)C1)C2 (centres undefined)	54
CC(=O)Nc1cccc(NC(=O)CSc2nc(CC(=O)Nc3nc4ccccc4s3)cs2)c1	64
O=C(CNc1ccccc1C(=O)O)c1ccccc1	49
N#Cc1c(NC(=O)c2cccc(N3C(=O)CCC3=O)c2)sc2c1CCCC2	68
Cc1nc2ccccn2c1-c1ccnc(SCC(=O)c2ccc([N+](=O)[O-])cc2)n1	57&53
Fc1ccc(-c2cn3c(n2)Cc2ccccc2C3)cc1	55
Cc1ccc(-c2cc(C(=O)NCCN3CCOCC3)c3c(C)nn(C4CCS(=O)(=O)C4)c3n2)cc1 (centres undefined)	56&58
Cc1cc(NC(=O)c2c(F)cccc2F)n(-c2nc3ccc(F)cc3s2)n1	64
COc1ccc2nc(-c3ccc(C)c(NS(=O)(=O)c4ccc5ccccc5c4)c3)cn2n1	68
COc1ccc(CC(=O)Nc2cc(C)nn2-c2nc3c(cnn3-c3ccc(F)cc3)c(=O)[nH]2)cc1	65
CC(=O)CSC(=S)N1CCSCC1	55
CC(C)(C)n1ncc2c(=O)n(NC(=O)COc3ccc(Cl)cc3Cl)cnc21	51
O=[N+]([O-])c1ccc(-c2cnco2)cc1	62
COc1cc(C2C(C#N)=C(C)NC3=C2C(=O)CCC3)ccc1OCc1ccccc1 (centres undefined)	57
NC(=O)C(c1ccccc1)C1CCCC1 (centres undefined)	62
CN1CCc2cc(C(CNC(=O)C(=O)NCc3ccccc3)N(C)C)ccc21 (centres undefined)	70
O=C(CSc1nc(C(F)(F)F)cc(=O)[nH]1)NCC1CCCO1 (centres undefined)	51
COc1ccc2c(=O)c3c(oc2c1)C(=O)N(CCN(C)C)C3c1cccs1 (centres undefined)	59
CCS(=O)(=O)c1ccc(-c2cccc(NC(=O)c3ccco3)c2)nn1	57
O=C(/C=C/c1ccccc1Cl)Nc1nnc(C2CCCO2)o1 (centres undefined)	58
IC12CCCC(c3ccccc3)(CC1)C2 (centres undefined)	56
O=C(c1ccccc1C(F)(F)F)N1CCCN(CCc2ccccc2)CC1	60
CC(C)(C)c1ccc(C(=O)NCC(=O)N2CCOC(c3ccccc3)C2)cc1 (centres undefined)	73
CC(C)=CCC/C(C)=C/CC1=C(C)C(=O)c2ccccc2C1=O	49
CCOC(=O)c1ccc(-n2sccc2=O)cc1	54
CS(=O)(=O)Nc1ccc(C2=NN(C(=O)C3CCCCC3)C(c3ccc(F)cc3)C2)cc1 (centres undefined)	66
CCS(=O)(=O)N1CCc2ccc(NC(=O)c3c(OC)cccc3OC)cc2C1	64
COc1ccccc1NC(=O)c1ccnn1C	69
CCOC(=O)CNC(=O)CSc1nc(CC(=O)NC2CC2)cc(=O)[nH]1	59
CCOc1ccc(-c2cn3c(CC(=O)NC(C)(C)C)csc3n2)cc1	63
CS(=O)(=O)c1ccc(NC(=O)c2cccc(S(C)(=O)=O)c2)cc1	65
CC(C)(C)C(=O)N1CCc2ccc(NC(=O)C3CC3)cc21	66
C=CCc1ccc(OCCn2c(C3CC(=O)N(CC=C)C3)nc3ccccc32)c(OC)c1 (centres undefined)	63
CC(=O)OCC1OC(Oc2ccccc2Cl)C(OC(C)=O)C(OC(C)=O)C1OC(C)=O (centres undefined)	61
Cc1ccc(Oc2nc3ccccc3n3c(=O)n(CC(=O)Nc4ccc(F)cc4)nc23)cc1	110
Cn1nccc1C(=O)Nc1ccccc1-c1nc2ccccc2s1	59
O=[N+]([O-])c1ccccc1S(=O)(=O)Nc1cccc(-c2ccc(N3CCCC3)nn2)c1	56
CC(C)(C)Sc1ccc2nn(CC(=O)N3CCN(c4ccc(F)cc4)CC3)c(=O)n2n1	63
COc1ccc(-c2cc(-c3ccccc3)c3cc(Br)ccc3n2)cc1	53
CC(=O)NCCn1c(SCc2ccc(Cl)cc2)nc2ccccc2c1=O	59
NNC(=O)C(=O)Nc1ccc(Cl)cc1Cl	54
Cc1nc([N+](=O)[O-])cn1CCC#N	56
CCOc1ccc2nc(NC(=O)c3cc(Cl)ccc3[N+](=O)[O-])sc2c1	53
O=S(=O)(c1cccc(C(F)(F)F)c1)N1CCN(Cc2ccc3c(c2)OCO3)CC1	55&63
Cc1nn(C)c(C)c1S(=O)(=O)NCc1ccc(-c2cccs2)cc1	58
Cc1[nH]nc(-c2ccc(OCCN3CCC(C(N)=O)CC3)cc2O)c1-c1ccc(Cl)cc1	57
CS(=O)(=O)c1ccc(Nc2nc(C(=O)Nc3ccc(F)cc3)cs2)cc1	63
Cc1ccc2sc(NNC(=O)c3nc4ccccc4s3)nc2c1C	57
Cc1ccc(Sc2ccc([N+](=O)[O-])cc2)cc1	55
COc1ccccc1N1CCN(S(=O)(=O)c2ccc(-c3ccno3)s2)CC1	67
Cc1c(C)c(C)c(S(=O)(=O)NCCc2ccccn2)c(C)c1C	60
O=C(O)CCn1c(=O)oc2ccccc21	54
CCS(=O)(=O)Nc1cccc(C2=NN(S(=O)(=O)c3ccc(Cl)cc3)C(c3ccc(C)cc3)C2)c1 (centres undefined)	68
Cc1onc(-c2c(F)cccc2Cl)c1C(=O)N1CCN(c2ncc(Br)cn2)CC1	66
O=C(Nc1ccccc1-c1nc(-c2ccc(Cl)cc2)no1)C(F)(F)F	55
COc1cc(NC(=O)Nc2c(C)nc3ccc(C)cn3c2=O)cc(OC)c1	70
Cc1cc(NC(=O)c2cccs2)n(-c2nc3ccccc3s2)n1	71

Entries listed so far marked active in RMI-FANCM inh:
SMILES	RMI-FANCM inh
Cc1cc(-c2ccccn2)c(-c2cc(Cl)cc(Cl)c2)[nH]1	32*

Next part:
SMILES	RMI-FANCM inh
Cn1c(=O)c2c(SCC(=O)NC3CCCC3)nc(-c3ccccc3F)nc2n(C)c1=O	74
CC(=O)Nc1ccc(S(=O)(=O)N2CCN(c3ccccc3Cl)CC2)cc1	60
COc1ccc(SCCC(=O)Nc2ccc(F)cc2)cc1	53
Cc1c(Cl)cccc1NC(=O)Nc1cn(C)c2ccccc12	55
CCc1ccccc1OCC(=O)Nc1ccc(N2CCCCC2)cc1	61
CC1(C(=O)NS(=O)(=O)c2ccc(N)cc2)CCCC1	60
CCc1ccc(NC(=O)Cn2nc(NC)c(-c3nc(-c4ccccc4)no3)c2N)cc1	76
COc1cccc(-c2cc(=O)c3ccc(OC)cc3o2)c1	55
CCOC(=O)c1c(C)c(C#N)c(N)n1-c1ccc(C)cc1	54
O=C(Cn1cnc2c(sc3cccc(F)c32)c1=O)NCc1ccc2c(c1)OCO2	99
COc1ccc(C)cc1NC(=O)Cn1c(=O)n(Cc2ccc(F)cc2)c(=O)c2nccnc21	65
CCCCOc1cccc(C(=O)Nc2nc(-c3ccc(C(=O)OC)cc3)cs2)c1	79
O=[N+]([O-])c1ccc(N/N=C\c2ccccc2)c([N+](=O)[O-])c1	63
COc1ccc2nc(-c3ccc(NC(=O)c4ccc5c(c4)OCO5)cc3)cn2n1	106
O=C(Nc1ccc(S(=O)(=O)C(F)F)cc1)c1cccc(S(=O)(=O)N2CCCCCC2)c1	59

Sorted by value in RMI-FANCM inh (smallest number first): five of the compounds above.
SMILES	RMI-FANCM inh
O=C(O)CCn1c(=O)oc2ccccc21	54
Cc1c(Cl)cccc1NC(=O)Nc1cn(C)c2ccccc12	55
CCNc1nc(SCc2ccc([N+](=O)[O-])cc2)nc2sc3c(c12)CCC(C)C3 (centres undefined)	56
COc1ccc(-c2nc(COC(=O)c3nnn(-c4ccc(C)c(C)c4)c3C)c(C)o2)cc1	68
CCCCOc1cccc(C(=O)Nc2nc(-c3ccc(C(=O)OC)cc3)cs2)c1	79

Nothing new here: an excerpt of the list.
SMILES	RMI-FANCM inh
CS(=O)(=O)c1ccc(-c2nnc(NC(=O)c3cc(Cl)ccc3Cl)o2)cc1	60
COCc1cc(=O)[nH]c(N)n1	52

More entries follow:
SMILES	RMI-FANCM inh
CN(C)c1ccc(CCNC(=O)COc2ccccc2)cc1	71
COC(=O)C1=C(N)Oc2cc(C)n(CC3CCCO3)c(=O)c2C1c1ccccc1 (centres undefined)	60
C=C(C)Cn1c(Cc2ccc(OC)cc2)nc2ccccc21	62
C[C@@H](CN1CCC(Cc2ccccc2)CC1)[C@@H](O)c1ccc(O)cc1	52
C=CCN1C(=O)/C(=C/c2ccco2)SC1=NS(=O)(=O)c1ccc(Cl)s1	77
CC1(C)CC(=O)C2=C(C1)NC(N)=C(C#N)C21C(=O)Nc2ccccc21 (centres undefined)	72
COc1cc(/C=C/C(=O)N2CCN(Cc3nc(C)cs3)CC2)cc(OC)c1OC	62
CN1CCN(C(=S)Nc2ccc(OC(F)F)cc2)CC1	57
COC(=O)C(C)c1ccc(C(=O)c2cccs2)cc1 (centres undefined)	58
CCCCCn1c(=O)c2c(nc3oc(C)c(C)n32)n(C)c1=O	55
O=C(O)c1ccc(CSc2ccc(Cl)cc2)o1	46
Nc1ncnc2c1ncn2C1O[C@H](CO)[C@@H](O)[C@@H]1O (some centres undefined)	54
O=C(Nc1nnc(-c2cc(Cl)ccc2Cl)o1)c1ccc2ncsc2c1	54
COc1ccc(CC(=O)Nc2cccc(-c3cn4nc(OC)ccc4n3)c2)cc1	73
Cc1ccc(C(=O)Nc2c(N)nc(SCC(=O)O)[nH]c2=O)cc1	68
O=C1N=C(N2CCN(Cc3ccc(F)cc3)CC2)S/C1=C\c1cccc(O)c1	60
Cc1ccc2[nH]c3c(=O)n(CC(=O)NC(C)C)cnc3c2c1	70
O=C(Nc1ccc2c(c1)OCO2)N1CCC(c2nnc(-c3ccco3)s2)CC1	60
CC1=NN(c2ccccc2)C(=O)/C1=C\c1ccc(NC(=O)c2cccc(Cl)c2)cc1	56
COc1ccc(NC(=O)NCCn2nc(-c3cccnc3)ccc2=O)c(OC)c1	67
Cc1ccc(NC(NC(=O)c2ccccc2)C(=O)c2ccccc2)cc1C (centres undefined)	110
Cc1ccc(C)n1N(C)c1ccc([N+](=O)[O-])cn1	59
O=C(CSc1nnc(NC(=O)c2cc(Br)ccc2Cl)s1)c1ccccc1	63
CN1CCN(C(CNC(=O)c2c(F)cccc2F)c2ccsc2)CC1 (centres undefined)	68
CN(C)S(=O)(=O)N1CCNCC1	57
NC(=O)C1CCN(c2nccc(C(F)(F)F)n2)CC1	56
CC(Oc1coc(CN2CCN(C(=O)c3ccco3)CC2)cc1=O)c1ccccc1 (centres undefined)	55
COc1cc(C(=O)NCCOc2ccc3c(c2)OCO3)c([N+](=O)[O-])cc1OC	60

Bioassay records from PubChem.
